# Screening results: PubChem BioAssay, National Center for Advancing Translational Sciences (NCATS)
# Vif-A3F inh – qHTS for Inhibitors of Vif-A3F Interactions: qHTS. HeLa A3F-eYFP + Vif (tagged APOBEC3F with the HIV-1 protein that degrades it), YFP fluorescence increase. Potency, µM (titrated, usually from 46.1 µM), for the others: top-dose activity, negative = active. 0.2% of 390,000 active; note: potency is the fitted concentration of half-maximal effect; % of control where 0% means no effect; nearly all actives have a fitted effect of over 65% in size
#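 HeLa cells stably expressing Vif plus C-terminally eYFP-tagged A3F were seeded, incubated overnight at 37 deg C, dosed with compound, incubated overnight again at 37 deg C. Yellow fluorescence (Ex 488/Em 500-530) reported blocked Vif-mediated A3F-eYFP degradation.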
# mIDH1 inhibitor – qHTS for Inhibitors of mutant isocitrate dehydrogenase 1 (IDH1): qHTS; IDH1-R132H enzyme, NADPH consumption, diaphorase/resazurin fluorescence; Potency, µM (highest dose often 76.6 µM), without a hit: at the highest dose activity change, negative = inhibition, usual class: inhibitors; 0.093% of 390,000 active; note: potency is the fitted concentration of half-maximal effect; % is set by controls: 0 for no effect and ±100 for the full control effect; nearly all actives have a fitted effect of over 65% in size
# Target sequence (O75874 whole entry R132H, stated change not applied): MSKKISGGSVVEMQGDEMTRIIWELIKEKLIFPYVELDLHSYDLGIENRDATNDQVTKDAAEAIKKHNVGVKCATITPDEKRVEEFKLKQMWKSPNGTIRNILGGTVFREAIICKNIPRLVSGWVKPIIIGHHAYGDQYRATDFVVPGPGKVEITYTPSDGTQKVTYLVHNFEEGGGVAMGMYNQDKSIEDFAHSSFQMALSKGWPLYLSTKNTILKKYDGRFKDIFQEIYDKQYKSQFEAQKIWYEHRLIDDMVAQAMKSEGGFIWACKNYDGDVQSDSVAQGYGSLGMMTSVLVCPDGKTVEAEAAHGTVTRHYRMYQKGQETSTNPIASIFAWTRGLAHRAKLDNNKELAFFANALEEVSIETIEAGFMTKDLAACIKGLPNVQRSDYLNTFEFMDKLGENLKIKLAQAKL
#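 IDH1-R132H (0.5 ug/mL) preincubated 30 min with compound, then NADPH (0.016 mM) and alpha-KG (2 mM) added; 80 min at RT, pH 7.5. Remaining NADPH coupled via diaphorase/resazurin to fluorescence (540/590 nm); concentration-response curves normalized to no-enzyme control.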
# Vif-APOBEC3G blk – qHTS for Inhibitors of Vif-A3G Interactions: qHTS; DNA dC->dU-editing enzyme APOBEC-3G (Homo sapiens), Q9HC16; HeLa A3G-eYFP + Vif (tagged APOBEC3G with the HIV-1 protein that degrades it), YFP fluorescence, overnight; Potency, µM (highest dose often 46.1 µM), without a hit: at the highest dose activity, negative = active, hits mostly inhibitors; 0.076% of 410,000 active;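 note: potency is the fitted concentration of half-maximal effect; % is set by controls: 0 for no effect and ±100 for the full control effect; nearly all actives have a fitted effect of over 60% in size; hits raise eYFP signal because A3G escapes Vif-driven loss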
#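 HeLa cells stably expressing Vif and C-terminally eYFP-tagged A3G, seeded overnight at 37 deg C, then exposed to compound by pintool overnight at 37 deg C. Rise in yellow fluorescence (Ex 488/Em 500-530, Acumen) marks blocked Vif-driven A3G degradation.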
# USP1-UAF1 inh – Inhibitors of USP1/UAF1: Primary Screen | AID 743255, 2014 | 0.23% of 390,000 active | recombinant USP1/UAF1, Ub-Rhodamine cleavage fluorescence | Potency, µM (doses to about 57.1 µM), inactives show top-dose activity change, negative = inhibition, actives largely listed as inhibitors; note: potency is the fitted concentration of half-maximal effect; % is set by controls: 0 for no effect and ±100 for the full control effect; nearly all actives have a fitted effect of over 60% in size; inactives centre near -12
#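 High-throughput fluorogenic screen: 1nM USP1/UAF1 complex, Ub-Rho substrate 150nM final, 50mM HEPES pH 7.8 with 0.5mM EDTA, 0.1 mg/ml BSA, 1mM TCEP and 0.01% Tween-20.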
# PI4K2A block – qHTS for small molecular inhibitors of PI4K2A | Phosphatidylinositol 4-kinase type 2-alpha (Homo sapiens), Q9BTU6 | purified PI4K2A, ADP-Glo luminescence, 1 h; stronger effect = lower value | activity change, negative = inhibition, % at 76.9 µM | 0.13% of 420,000 active | AID 1346378, 2018; in the data active = activity change below about -50%; inconclusive = mostly about -30% to -49%;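 note: -100% = wells without enzyme as full effect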
# Target sequence (Q9BTU6 whole entry, looked up): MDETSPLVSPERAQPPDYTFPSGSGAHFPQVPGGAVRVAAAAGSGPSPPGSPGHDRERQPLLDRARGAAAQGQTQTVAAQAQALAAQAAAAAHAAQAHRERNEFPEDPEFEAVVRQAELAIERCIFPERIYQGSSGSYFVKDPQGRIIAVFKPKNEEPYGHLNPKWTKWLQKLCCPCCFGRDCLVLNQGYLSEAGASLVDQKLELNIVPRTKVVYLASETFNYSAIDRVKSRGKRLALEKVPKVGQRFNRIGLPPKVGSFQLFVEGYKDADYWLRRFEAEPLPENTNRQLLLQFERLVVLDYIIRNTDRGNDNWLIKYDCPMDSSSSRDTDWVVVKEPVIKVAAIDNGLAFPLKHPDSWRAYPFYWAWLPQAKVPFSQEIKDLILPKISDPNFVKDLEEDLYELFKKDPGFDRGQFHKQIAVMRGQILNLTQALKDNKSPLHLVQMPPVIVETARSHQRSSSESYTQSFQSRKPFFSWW
#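 In this quantitative HTS, ADP production by PI4K2A was quantified luminescently after 1 h at ambient temperature; 100 microM adenosine served as plate-quality control.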
# RXFP1 ag – qHTS Assay for Agonists of the Relaxin Receptor RXFP1. AID 2676, 2010. 0.3% of 370,000 active. Relaxin receptor 1 (Homo sapiens), Q9HBX9. HEK293T-RXFP1 cAMP TR-FRET, 30 min; response scale: percent of porcine relaxin response, buffer zero. Potency, µM (doses to about 57.5 µM), inactives show top-dose activation, most hits filed as activators; note: potency is the fitted concentration of half-maximal effect; % is set by controls: 0 for no effect and ±100 for the full control effect; nearly all actives have a fitted effect of over 60% in size; many of its hits are not listed in these tables
#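 cAMP rise read by TR-FRET after 30 min, 37C compound exposure (up to 58 uM) in RXFP1-transfected HEK293 cells with Ro 20174 present. EC50 from Hill-equation fits, with 29 nM porcine relaxin as 100% and buffer as basal.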
# TrxR1 substrate – qHTS Assay for Substrates of Mammalian Selenoprotein Thioredoxin Reductase 1 (TrxR1): qHTS. Thioredoxin reductase 1, cytoplasmic (Rattus norvegicus), O89049. purified TrxR1 substrate turnover, NADPH consumption readout. Potency, µM (top dose mostly 114 µM), for the others: at the top dose activity change, negative = substrate turnover. 0.01% of 390,000 active; note: potency is the fitted concentration of half-maximal effect; % is set by controls: 0 for no effect and ±100 for the full control effect; nearly all actives have a fitted effect of over 50% in size
#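 Rat TrxR1, dispensed at 90 nM, was prereduced with 400 uM NADPH (final) for 5 min at ~22 deg C, then incubated with compound 15 min before 400 uM selenite. A first-read NADPH fluorescence drop versus no-compound background flagged substrates.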
# Glioma ERSR ind – qHTS for Inducers of the Endoplasmic Reticulum Stress Response (ERSR) in Human Glioma: qHTS; U87-MG GRP78 promoter luciferase reporter, 16 h; Potency, µM, for the others: top-dose activation, hits mostly activators; 0.02% of 420,000 active; AID 602332, 2012; note: potency is the fitted concentration of half-maximal effect; series mostly up to about 76 µM; % of control where 0% means no effect; nearly all actives have a fitted effect of over 35% in size
#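 Stably transfected U87-MG glioma cells carrying a GRP78-based luciferase sensor; 16 h compound incubation. Luminescence end-point read 10 min after Bright-Glo addition at room temperature.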
# LDHA block – qHTS assay for inhibitors of human lactate dehydrogenase. 0.15% of 480,000 active. activity change, % (values are at about 110 or 230 µM). AID 1347041, 2019. purified LDHA, NADH/diaphorase-resazurin fluorescence; stronger effect = lower value. L-lactate dehydrogenase A chain (Homo sapiens), P00338; in the data active = activity change below about -30%; inconclusive = mostly about -25% to -30%;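 note: plate controls were DMSO wells for no effect and wells without enzyme for full effect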
#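 Human LDH5 (2 nM) was incubated with 0.06 mM NADH and 0.2 mM pyruvate for 5 min at room temperature in Tris pH 7.4. Remaining NADH was coupled through diaphorase/resazurin, and resorufin fluorescence was read at 0 and 20 min.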
# An asterisk follows results filed as active; ? = inconclusive; . = no result given; & = joins results of further samples; [ ] = dose if it differs, or a comment. Unless noted, calls come from the whole dose curve; as a rule, active = well fitted curve in the direction sought with a large enough effect; inconclusive = small, poorly fitted or top-dose-only effect, or another doubt; inactive = no such curve, though single readings can be large; an effect the other way counts as inactive or inconclusive.
SMILES,Vif-A3F inh,mIDH1 inhibitor,Vif-APOBEC3G blk,USP1-UAF1 inh,PI4K2A block,RXFP1 ag,TrxR1 substrate,Glioma ERSR ind,LDHA block
O=C(/C=C/[C@H]1O[C@@H](n2ccc(=O)[nH]c2=O)[C@H](O)[C@@H]1O)NCc1cccs1,.,.,-1.3%,.,-1.7,.,.,-4.6%,-6.8
N/C(CS(=O)(=O)c1ccccc1)=N\OC(=O)c1ccc(F)cc1,0.7%,-4.0%,1.2%,-8.2%,0.1,-0.4%,-2.9%,3.6%,-1.6
Cc1ccnc(NC(=O)c2cc3ccccc3oc2=O)c1,-24.7%,-4.9%,-0.4%,-11.9%,6.2,-1.0%,3.4%[57.1 µM],-3.3%,-12.0
Nc1nc(SCC(=O)Nc2cccc(Oc3ccccc3)c2)n[nH]1,0.3%,6.8%,-9.7%,-7.4%,-2.8,3.6%,5.4%,-3.6%,-2.0
COc1ccc2c3c(cccc13)N(C)N=C2C,-3.8%,15.8%,2.8%,-25.6%,-27.9,2.8%,-10.4%,-3.6%,26.9
C[C@H](CO)N1C[C@H](C)[C@@H](CN(C)S(=O)(=O)c2cccs2)Oc2ccc(NC(=O)Nc3ccc4c(c3)OCO4)cc2C1=O,-0.2%,-16.0%,-11.5%,-18.1%,2.6,.,-6.2%[57.1 µM],-1.4%,1.6
Cc1cc(NC(=O)CSc2ncc(CO)n2Cc2ccc(F)cc2)no1,-1.8%,-12.8%,0.5%,-12.7%,-1.8,-2.5%,-13.3%,-7.1%,-15.8
CCCCNC(=O)Cn1nc(Cc2ccncc2)c2ccccc2c1=O,7.7%,-5.1%,0.0%,-17.3%,-1.7,1.9%,1.8%,-2.1%,-8.4
Cc1cccc(NC2=C(Cl)C(=O)OC2OC(C)C)c1 (configuration not stated),0.6%,-18.4%,-1.2%,-16.7%,2.4,-2.4%,-4.8%,1.9%,-10.3
COc1ccc2nc(NC(=O)CCN3C(=O)c4ccccc4C3=O)sc2c1,-6.3%,6.4%,0.5%,-9.6%,-1.2,0.3%,11.4%,-6.1%,0.3
CCCC(=O)Nc1cccc(OCc2cc(=O)n3cccc(C)c3n2)c1,-3.2%,-5.7%,-0.6%,-8.0%,-5.4,0.8%,6.3%[57.1 µM],-2.2%,-1.8
CCOc1ccc(Cn2cc(F)c(=O)[nH]c2=O)cc1,0.9%,-3.9%,1.8%,-15.6%,1.3,-5.4%,4.2%,-0.6%,-3.5
CC(C)CN(C(=O)CCNC(=O)c1ccc([N+](=O)[O-])cc1)C1CCS(=O)(=O)C1 (configuration not stated),2.2%,9.2%,-5.2%,-4.5%,2.1,.,-8.7%[2.29 µM],-3.9%,-3.1
Cc1noc(NS(=O)(=O)c2ccc(NC(=O)c3cc(=O)c4ccccc4o3)cc2)c1C,-3.1%,-7.4%,-4.0%,-26.9%,-4.8,23.7%,-7.5%,-3.9%,-9.1&-1.3
COc1ccc(Oc2nc3c(c(=O)n(C)c(=O)n3C)n2Cc2cccc(OC)c2)cc1,1.1%,7.4%,-1.1%,-9.3%,6.5,0.0%,9.0%[57.1 µM],-3.8%,-3.3
O=C(Nc1cccc(C(F)(F)F)c1)c1sc(Cl)nc1C(F)(F)F,-1.4%,-13.3%,-9.5%,-8.8%,1.2,-3.4%,-9.4%,-3.9%,-7.8
O=C(NC(=S)N(CCO)Cc1ccccc1)c1ccc(F)cc1Cl,23.4%,-0.1%,-2.2%,-18.9%,1.2,2.2%,3.6%,-0.8%,-3.0
CCN(CC)C(=O)CCNS(=O)(=O)c1ccc(C)cc1,5.2%,2.0%,0.8%,-5.0%,-2.6,1.2%,6.8%[57.1 µM],-3.5%,-9.7
COc1ccc(NS(=O)(=O)c2cccc(C(=O)NCC(c3ccc(OC)cc3)N3CCCCC3)c2)cc1 (configuration not stated),-4.8%,-13.3%,8.8%,-10.4%,-0.3,.,-9.0%,-1.8%,-1.1
COc1ccccc1NC(=O)COC(=O)c1c[nH]c2ccccc12,-1.1%,9.1%,0.9%,-20.9%,-4.3,1.7%,4.8%,-3.5%,-0.7
O=C1C=C(NNC(=O)c2ccccc2Br)CCC1,-28.0%,2.9%,1.7%,-19.0%,-1.4,2.2%,-6.6%,-0.4%,1.8
CC(C)(O)c1ccccc1CC[C@@H](SCC1(CC(=O)O)CC1)c1cccc(/C=C/c2ccc3ccc(Cl)cc3n2)c1,-1.9%,5.7%,2.1%,6.0%,7.1&0.5,.,41.3%[activator],2.0%,-2.3
Cc1ccc(NC(=O)CSc2nc3ccccc3nc2N2CCCC2)cc1,-6.1%,-12.1%,-9.1%,-18.7%,-0.6,8.5%,7.0%[57.1 µM],6.3%,-5.2
CNC(=S)N1N=C(c2ccccc2)CC1c1ccc(OC)c(OC)c1 (configuration not stated),6.9%,-4.3%,-6.4%,-15.2%,0.4,1.6%,-10.2%,-2.0%,-8.3
COC(=O)COc1ccc(S(=O)(=O)N2CCCCC2)cc1[N+](=O)[O-],-0.6%,-1.0%,4.2%,-21.9%,0.1,-0.4%,-4.0%[57.1 µM],17.5%,-6.4
Cn1cnnc1SCC(=O)Nc1ccc(Cl)c(S(=O)(=O)N2CCOCC2)c1,-0.5%,15.1%,5.3%,-23.7%,9.9,12.5%,4.4%,-4.5%,-2.4
Cc1ccc(C(=O)N2CCc3cc(CNC(=O)CSc4ccccc4)ccc32)cc1,1.2%,-14.3%,2.4%,-17.5%,1.5,0.5%,-5.1%[57.1 µM],0.9%,-2.1
Cc1nn(Cc2c(Cl)cccc2Cl)c(C)c1NC(=O)c1sc2ccccc2c1Cl,-18.7%,-0.4%,-7.1%,-15.6%,1.4,1.1%,-23.1%[11.4 µM],-1.7%,-0.3
CCCOc1ccc(C2NC(=S)NC(c3ccccc3)=C2C(=O)Nc2ccc(C)cc2)cc1OC (configuration not stated),3.0%,-8.4%,-5.8%,-26.1%,-2.5,-2.0%,-11.1%,-4.1%,-3.3
COc1ccccc1NC(=O)C1=C(C)NC(SCC(=O)c2ccccc2)=C(C#N)C1c1ccco1 (configuration not stated),-11.0%,-3.3%,-22.0%,-6.2%,-6.5,0.0%,-7.1%,-2.0%,8.2
COc1ccc(C2c3ccc(O)cc3Oc3ncn4nc(-c5ccccn5)nc4c32)cc1 (configuration not stated),?,4.6%,1.8%,-22.6%,-6.3,-1.7%,8.7%,-2.7%,0.6
CCN(CC(=O)N1CCN(C)CC1)S(=O)(=O)c1ccc(Cl)cc1,0.2%,1.9%,-5.7%,-4.0%,2.8,0.6%,9.8%[57.1 µM],-1.1%,-5.6
Cc1onc(-c2c(Cl)cccc2Cl)c1CO/N=C(\C#N)c1c(Cl)cccc1Cl,6.2%,-1.1%,-4.7%,-17.3%,0.7,7.2%,-0.9%[57.1 µM],-11.0%,-7.9
CCC1CCCCN1C(=O)Cn1c(=O)cc(C(F)(F)F)c2c(C)nn(C)c21 (configuration not stated),-6.7%,-7.2%,-3.5%,-11.9%,-5.0,0.6%,14.1%[57.1 µM],-3.0%,-2.8
CCN1C(=O)[C@@H]2[C@@H](c3ccc(-c4ccc(Cl)c(Cl)c4)cc3)N3CCCC[C@@]3(C(=O)OC)[C@@H]2C1=O,0.9%,-12.9%,4.7%,-7.7%,-1.4,0.2%,0.5%,-2.8%,-2.3
CCOc1cc(NC(=O)C2CC2)c(OCC)cc1NC(=O)c1ccccn1,-8.3%,5.8%,-5.1%,-20.9%,-3.3,0.2%,-4.2%[57.1 µM],-1.6%,5.1
C=CC[C@H]1C=C[C@@H](C(C(=O)OC)C(=O)OC)CN1C(C)=O,-7.8%,4.4%,2.8%,?,1.9,.,1.0%,-2.6%,0.5
Fc1ccc(Nc2nnc(C(F)(F)F)s2)cc1,-5.1%,-0.9%,2.3%,-19.8%,-3.7,-1.5%,7.9%[57.1 µM],-1.9%,-0.4
COc1ccc(Cl)cc1NC(=O)c1ccccc1C,0.3%,8.2%,-8.3%,-21.1%,-8.3,-1.5%,-5.4%,-1.5%,-5.2

# The list is partial. The share of hits here may be higher or lower than overall.
